HIF-2a inh: inhibitors of HIF-2a. 786-0 RCC cells HIF-2a reporter, luciferase luminescence, overnight. inhibition, % at 18.8 µM. 360,000 tested, 0.72% active. AID 624352;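 active = inhibition of the luminescence signal of 40% or more relative to plate controls, in a single-dose primary screen at 18.75 µM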
Peg3 prom inh: inhibitors of Peg3 promoter | 360,000 tested, 1.7% active | HeLa PEG-Prom luciferase reporter, luminescence, overnight | inhibition, % at 20 µM;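 active = inhibition of at least 50% at 20 µM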
HTR2A ag: agonists of mouse serotonin 5-HT2A receptor (HTR2A) | CHO-K1 mHTR2A beta-arrestin complementation, luminescence; percent of 30 µM serotonin response | activation, % at 7.6 µM | 360,000 tested, 0.66% active | AID 624169;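 active = activation above a run cutoff, the mean activation of all tested compounds plus 3 SD, cut at about 14% in these data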;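 also: 0% = plate median of compound wells and 100% = 30 µM serotonin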
Target sequence (P35363 whole entry, looked up): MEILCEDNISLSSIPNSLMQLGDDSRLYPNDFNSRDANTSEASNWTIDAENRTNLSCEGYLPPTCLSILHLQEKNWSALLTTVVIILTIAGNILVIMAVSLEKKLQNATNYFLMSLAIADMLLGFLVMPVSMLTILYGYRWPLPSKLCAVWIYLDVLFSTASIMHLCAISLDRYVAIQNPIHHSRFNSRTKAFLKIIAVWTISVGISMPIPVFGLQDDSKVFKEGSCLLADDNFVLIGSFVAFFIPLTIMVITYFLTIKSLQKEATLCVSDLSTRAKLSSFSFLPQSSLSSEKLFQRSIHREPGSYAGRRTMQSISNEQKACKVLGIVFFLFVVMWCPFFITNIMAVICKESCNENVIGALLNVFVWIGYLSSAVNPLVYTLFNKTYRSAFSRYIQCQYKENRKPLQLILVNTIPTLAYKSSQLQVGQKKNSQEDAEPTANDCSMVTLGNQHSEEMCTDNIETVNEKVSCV
Shn3 inh set2: Schnurri-3 reporter inhibition in Clone20 osteoblasts; Clone20 osteoblast Shn3 3'UTR firefly luciferase, 24 h; inhibition, % at 12.5 µM; 360,000 tested, 0.52% active;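 active = mean inhibition of at least 75% with every replicate also reaching 75%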;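 also: 0% = median of neutral control wells and 100% = pilot-screen positive control compound; some compounds past the cut are filed as inactive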
TRPM1 prom inh: reduces MITF-dependent TRPM1 promoter luciferase signal. SK-MEL-5 TRPM1 promoter luciferase, 24 h. inhibition, % at 12.5 µM. 330,000 tested, 0.83% active. AID 488899;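 active = mean inhibition across replicates of 60% or more, whatever share of single replicates reaches that level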; also: values of inactives mirror those of a sister screen read the other way
H9c2 protect: myocardial damage modulation in H9c2 cells. protection from H2O2 cell death, % at 20 µM. 360,000 tested, 0.63% active. H9c2 cardiomyocytes, H2O2 injury protection, ATPLite, 2 h. AID 588492;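 active = compounds giving at least 50% protection of heart cells from peroxide-induced death in the single-dose screen, raw or plate-pattern-corrected value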;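 also: 0% = DMSO wells with peroxide and 100% = DMSO wells without peroxide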
PDI inh: blocks human protein disulfide isomerase activity. PDI insulin aggregation turbidity, A650, 90 min. inhibition, % at 10 µM. 350,000 tested, 0.052% active;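 active = mean inhibition across replicates of 30% or more, whatever share of single replicates reach that level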;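 also: absorbance from insulin aggregation driven by PDI reduction with DTT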
hiPSC survival: increases survival of single human iPS cells; AID 602274; 360,000 tested, 0.044% active; hiPSC single-cell survival, ATPlite luminescence; 100% = ROCK inhibitor wells, 0% = DMSO; survival enhancement, % at 20 µM; in the data active = survival enhancement above about 18%;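 also: cells exposed to compounds for 16 hours before the ATP read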
CaV13 FRET inh: Primary screen for inhibitors of IQ motif and Ca2+-dependent inactivation inhibitor domain binding in CACNA1D, Förster resonance energy transfer in living cells, … | HEK cells, CFP/YFP FRET ICDI-IQ, plate reader, 10 min; percent FRET-ratio fall versus neutral wells | inhibition, % at 12.3 µM | 340,000 tested, 0.098% active | AID 743397;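 active = mean replicate inhibition of at least 30% and at least 1% of replicates passing that level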;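 also: 0% = median of the neutral control wells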
NR2E3 ag-1: agonists of human nuclear receptor NR2E3; Q9Y5X4; GST-NR2E3/biotin-RetCOR TR-FRET, 1536-well; inhibition of corepressor binding, % at 4.78 µM; 320,000 tested, 0.12% active; AID 2300;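 active = percent inhibition above the cutoff of mean plus 3 SD of all tested compounds, set per screening campaign, cut at about 20% in these data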;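 also: 0% = DMSO wells and 100% = biotin wells as full block of FRET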
Target sequence (Q9Y5X4 whole entry, looked up): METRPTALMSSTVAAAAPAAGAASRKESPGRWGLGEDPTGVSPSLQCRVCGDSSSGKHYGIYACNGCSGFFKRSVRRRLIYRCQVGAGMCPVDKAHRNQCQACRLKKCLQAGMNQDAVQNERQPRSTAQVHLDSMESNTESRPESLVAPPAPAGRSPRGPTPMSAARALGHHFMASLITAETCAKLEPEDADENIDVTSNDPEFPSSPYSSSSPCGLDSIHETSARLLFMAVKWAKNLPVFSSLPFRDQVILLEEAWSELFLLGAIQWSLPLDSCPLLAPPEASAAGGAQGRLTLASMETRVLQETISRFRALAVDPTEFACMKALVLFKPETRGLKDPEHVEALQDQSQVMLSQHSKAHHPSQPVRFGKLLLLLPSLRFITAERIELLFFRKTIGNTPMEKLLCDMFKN
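System: GST-tagged NR2E3 plus biotinylated RetCOR corepressor; Amount: 1.35 nM GST-tagged NR2E3 final; Dosing: single nominal compound dose of 4.8 µM; Schedule: 5 h incubation at 4 °C; Technique: TR-FRET with europium anti-GST and streptavidin-D2, 340 nm excitation; Controls: biotin wells as high control, 0.6% DMSO wells as low control.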
NR2E3 ag-2: human photoreceptor-specific nuclear receptor agonism; Q9Y5X4; CHO-S Gal4-NCOR/VP16-NR2E3 two-hybrid, luciferase; inhibition of corepressor binding, % at 3.98 µM; 360,000 tested, 0.35% active; AID 602229;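 active = inhibition above the mean of all tested compounds plus 3 SD, cut at about 70% in these data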;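 also: 0% = DMSO with NR2E3 transfected cells and 100% = cells lacking NR2E3 construct; higher means lower luciferase signal from less NR2E3 corepressor binding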
* = called active by the depositor; nt = no result given.

SMILES | HIF-2a inh | Peg3 prom inh | HTR2A ag | Shn3 inh set2 | TRPM1 prom inh | H9c2 protect | PDI inh | hiPSC survival | CaV13 FRET inh | NR2E3 ag-1 | NR2E3 ag-2
CCN(CC(=O)Nc1cccc(S(=O)(=O)N2CCCCC2)c1)Cc1ccccc1 | 9 | 11 | -11 | 22 | 8 | -13 | -3 | 0.9 | -4 | 0 | -28
CC(C)(C)CN1CCNC(=O)C1CC(=O)NCCN1CCCc2ccccc21 (centres undefined) | 8 | 5 | -3 | 10 | 9 | -2 | -2 | 1.8 | -4 | -4 | -9
Cc1cc(NC(=O)c2ccccc2Oc2ccccc2)no1 | -14 | 10 | 0 | -2 | -5 | 0 | -1 | 0.4 | -8 | -3 | 32
O=C1c2ccccc2C(Nc2ccc(S(=O)(=O)N3CCCCCC3)cc2)N1Cc1ccco1 (centres undefined) | 11 | -7 | 5 | 8 | -2 | -5 | nt | -0.2 | -3 | 0 | -14
CC(C)CCNc1ncnc2c1cnn2Cc1ccccc1Cl | 14 | 38 | -2 | 5 | 9 | -8 | 4 | -0.4 | -4 | 0 | 12
Oc1c(C=Nc2ccc(Cl)cn2)sc2ccccc12 | -238 | -80 | 0 | -26 | -41 | -24 | -5 | -0.9 | -15 | -2 | -12
CCNc1nc(NCC)nc(C(=O)OCCO)n1 | 12 | 14 | -2 | -16 | 5 | 1 | 4 | 1.1 | -6 | 1 | -24
CSc1ccc(CCNC(=O)CN2C(=O)c3cccnc3Oc3ccc(C)cc32)cc1 | 7 | 48 | 4 | 3 | 8 | 3 | -4 | 0.0 | -4 | -1 | 3
COCCNC(=O)[C@H]1C[C@@H]1[C@H](NP(=O)(c1ccccc1)c1ccccc1)c1ccccc1 | 3 | 2 | 5 | 6 | 6 | 2 | -2 | -1.1 | nt | 3 | 10
Cn1cccc1-c1nc2ccc(NC(=O)c3ccco3)cc2[nH]1 | -170 | -113 | -2 | -14 | -41 | -23 | 4 | 0.0 | -4 | 4 | -44
COc1ccc2c(c1)C(c1ccc(Cl)cc1)NC(=O)C2 (centres undefined) | 18 | -6 | 6 | -7 | 0 | -9 | 7 | 0.4 | -5 | 6 | -30
O=C(Nc1ccccc1N1CCCCC1)C1=COCCO1 | 8 | 14 | 1 | 24 | 2 | 4 | -9 | 0.5 | -4 | 4 | -15
COc1ccc2cc3c(nc2c1)OCC3 | -76 | -64 | 3 | -4 | -13 | -1 | 0 | -0.4 | -5 | 0 | -17
N#Cc1sc(C(N)=O)c(-c2ccccc2)c1-c1ccccc1 | 22 | 43 | 1 | -15 | -1 | -7 | 1 | -0.5 | -3 | -3 | 0
CSc1nn2c(C)c(C)c(C)nc2c1C#N | -6 | 7 | 0 | -8 | 7 | 7 | 5 | -0.7 | 1 | -4 | -10
Cc1cc(/N=C/C=C2/N(C)c3ccccc3C2(C)C)n(CCC#N)n1 | -16 | 4 | -1 | nt | 2 | -2 | -8 | 2.1 | -6 | nt | -18
COc1ccccc1-c1cc(-c2ccc(C)cc2)nc(SCc2nnc(-c3ccccc3)o2)c1C#N | 19 | 15 | 2 | 34 | 12 | -2 | 1 | -1.9 | -4 | -4 | -7
CC(CCc1ccccn1)C(=O)C(C)CCc1ccccn1 (centres undefined) | 7 | 8 | 0 | 29 | 9 | -2 | 5 | 1.2 | -6 | nt | -14
CC(=O)Nc1ccc(CN2CCN(c3cccc(C(F)(F)F)c3)CC2)cc1 | 2 | 26 | -3 | 2 | -2 | 2 | 6 | 4.3 | -6 | -1 | 13
Oc1ccccc1/C=N/N1CCN(c2ccccn2)CC1 | -289 | -219 | 5 | -104 | -70 | -10 | -1 | -0.4 | -2 | 1 | -32
O=S(=O)(c1ccccc1)N1CCC(n2nnc3cc(F)ccc32)CC1 | 12 | 12 | -1 | -3 | 9 | -1 | -9 | 1.4 | -9 | 1 | 7
Cc1ccc2c(CC(=O)Nc3sccc3C(N)=O)coc2c1 | -202 | -259 | -3 | -50 | -43 | -24 | -7 | -1.5 | -1 | 0 | -95
CCCNC(=O)c1ccc(CNc2c(N3CCC(C(=O)OCC)CC3)c(=O)c2=O)cc1 | 0 | 4 | 1 | 3 | 13 | 7 | 15 | 1.2 | -7 | 2 | 8
O=C(Nc1cccc2cccnc12)c1csc(COCCO)n1 | -17 | -12 | -4 | -25 | nt | 21 | 3 | 1.2 | nt | nt | -25
COC(=O)Cc1c(O)ccn(C2CC2)c1=O | 1 | -13 | -1 | -25 | -3 | 4 | -2 | 1.0 | -5 | 1 | -42
CCCCC1Cc2[nH][nH]c(=O)c2C(c2ccc(F)cc2)O1 (centres undefined) | 14 | nt | 0 | nt | nt | nt | nt | -1.1 | -6 | nt | 7
O=C(CNC(=O)[C@@H]1Cc2ccccc2CN1)Nc1ccc2c(c1)OCO2 | -20 | -15 | -8 | -5 | 1 | -6 | 2 | -0.4 | -12 | 1 | -7
Cc1nc([N+](=O)[O-])cn1CC(=O)NCCCO | 1 | 5 | 1 | 5 | 2 | 6 | -8 | -0.7 | -5 | 0 | 14
CN(C(=O)NC1CCCCC1)[C@H]1C[C@H]2c3[nH]c4ccccc4c3CCN2C(=O)[C@H]1CO | -26 | 35 | -1 | 30 | nt | -4 | 5 | 3.5 | -6 | nt | 13
Cc1ccccc1/C(N)=N/OC(=O)c1cccs1 | -137 | -92 | 9 | -112 | -15 | -9 | -2 | 1.7 | -4 | 4 | -19
COc1ccc(-c2cc3ncc(C(C)=O)c(C)n3n2)cc1 | -227 | -244 | 3 | -110 | -35 | 2 | 10 | -0.8 | -2 | -1 | -10
CO/N=C(/CNC(=O)c1ccc(F)cc1)c1ccc(Cl)cc1 | 12 | -2 | -4 | 21 | 1 | 1 | -4 | 6.4 | nt | -1 | -38
CC(O)(c1ccccc1)c1ccc2ccccc2n1 (centres undefined) | -28 | 7 | -2 | 21 | -1 | 1 | -1 | -0.5 | -6 | nt | -3
CCOc1ccc(C(=O)NC(C(=O)N2CCC2)C(C)C)cc1 (centres undefined) | 4 | 6 | 12 | 1 | -12 | -4 | 7 | -0.4 | -6 | nt | 5
CC1(C)CC(=O)/C(=N/Nc2ccc(Cl)cc2)CO1 | -383 | -254 | -8 | nt | -72 | -16 | 1 | 0.2 | -3 | 0 | -117
CS(=O)(=O)Nc1ccc(C2=NN(C(=O)c3ccccc3)C(c3cccs3)C2)cc1 (centres undefined) | 13 | 32 | -1 | 8 | -8 | 10 | -3 | -0.7 | -4 | -3 | 23
O=C(/C=C/c1cccc2ccccc12)c1ccncc1 | 9 | 10 | 1 | 62 | 5 | 3 | 0 | -1.8 | -7 | -1 | 4
COCCNC(=O)c1ccc2c(c1)ncn2-c1cccc(C)c1 | -95 | -60 | 2 | 7 | -12 | 2 | -9 | -0.4 | -17 | 1 | -29
CCOc1ccc(S(=O)(=O)/N=C(/c2ccccc2)N(C)C)cc1 | 12 | -2 | -2 | 10 | 21 | -12 | 9 | 1.0 | 0 | 3 | 0
CCOc1ccc(NC(=O)CN2CCN(CC(=O)Nc3ccccc3OC)CC2)cc1 | -4 | 13 | 4 | 21 | -4 | -5 | 10 | -0.4 | -4 | -1 | -3
CC(C)(C)NC(=O)C1(C)CCC(=O)N1CC(F)(F)F (centres undefined) | 16 | 15 | 0 | -2 | nt | 6 | nt | 3.1 | -12 | nt | 9
O=C(CCCl)N1CCN(c2nc(-c3ccccc3)cs2)CC1 | -253 | -157 | 11 | -34 | -53 | -8 | 17 | 0.5 | -1 | -3 | -88
COc1cc(C2c3c(-c4ccccc4O)n[nH]c3C(=O)N2Cc2ccco2)cc(OC)c1OC (centres undefined) | 20 | 8 | -4 | 15 | -4 | 0 | 20 | -0.6 | 4 | 3 | -8
C=Cn1cc(CNC[C@H]2O[C@@H](n3cnc4c(=O)[nH]c(N)nc43)[C@H](O)[C@@H]2O)c(C)n1 | 8 | 10 | 6 | 8 | nt | 3 | nt | -2.1 | -3 | nt | 4
CCCn1c(N)c(C(=O)CSc2nnc(-c3cccs3)n2C2CC2)c(=O)[nH]c1=O | 5 | -5 | 28* | -1 | 3 | 2 | -1 | 0.7 | -5 | nt | -9
O=C(Nc1ccc(Cl)cc1F)C1CCN(S(=O)(=O)c2cccnc2)CC1 | 11 | 2 | -2 | 13 | 4 | -10 | 11 | 0.2 | -3 | -2 | -37
Cc1ccccc1NC(=O)c1ccc2nc(N3CCOCC3)sc2c1 | -106 | -73 | -6 | -4 | nt | 12 | 4 | 2.7 | -6 | 5 | -93
COCCNC(=O)c1nn2cccnc2c1Cl | 9 | -3 | -3 | -25 | 3 | 3 | -3 | 1.0 | -10 | -1 | -9
Cc1cc(NC(=O)CSc2nnc(-c3ccncc3)n2-c2ccc(F)cc2)no1 | 4 | 2 | -3 | 2 | -3 | -1 | -3 | -0.2 | -5 | 0 | -31
CCOc1ccc(NC(=O)CN(c2cccc(C(F)(F)F)c2)S(C)(=O)=O)cc1 | 14 | 12 | -1 | 2 | -5 | -5 | 1 | -1.0 | -4 | -3 | 1
(more compounds)
SMILES | HIF-2a inh | Peg3 prom inh | HTR2A ag | Shn3 inh set2 | TRPM1 prom inh | H9c2 protect | PDI inh | hiPSC survival | CaV13 FRET inh | NR2E3 ag-1 | NR2E3 ag-2
CCOc1ccc(S(=O)(=O)Nc2ccccc2C(=O)N/N=C/c2c(OC)ccc3ccccc23)cc1 | 2 | 0 | 0 | -23 | -2 | 11 | -5 | 2.2 | -5 | 1 | -33
CCOC(=O)C1=CCC(c2cccc(Cl)c2)N(S(=O)(=O)c2ccc(C)cc2)C1 (centres undefined) | -67 | -28 | -4 | 4 | nt | 2 | nt | -2.2 | -7 | nt | -63
CC(=O)c1ccc(OCc2cc(C(=O)N3CCN(C4CCCC4)C(=O)C3)no2)cc1 | -109 | -113 | -5 | -47 | -50 | -5 | 1 | -0.6 | -2 | 0 | -61
CCCC(C(=O)NNC(=O)c1ccncc1)c1ccccc1 (centres undefined) | 19 | 2 | -1 | 9 | 3 | 2 | 16 | 7.6 | -6 | nt | 2
O=C(Nc1ccccc1)C1=C[C@H](C2CC2)C[C@H](OCCCCO)O1 | -146 | -82 | -5 | -58 | -3 | 2 | -4 | 1.0 | -11 | -4 | -45
Cc1c(CCC(=O)NCC(=O)NCC(=O)O)c(=O)oc2cc3oc4c(c3cc12)CCCC4 | 26 | 4 | -10 | 14 | 9 | -3 | 3 | -0.2 | -2 | 0 | 0

An excerpt of these results, tab-delimited.
Compound	HIF-2a inh	Peg3 prom inh	HTR2A ag	Shn3 inh set2	TRPM1 prom inh	H9c2 protect	PDI inh	hiPSC survival	CaV13 FRET inh	NR2E3 ag-1	NR2E3 ag-2
O=C(Nc1ccccc1)C1=C[C@H](C2CC2)C[C@H](OCCCCO)O1	-146	-82	-5	-58	-3	2	-4	1.0	-11	-4	-45
Cc1c(CCC(=O)NCC(=O)NCC(=O)O)c(=O)oc2cc3oc4c(c3cc12)CCCC4	26	4	-10	14	9	-3	3	-0.2	-2	0	0

Compound activity from PubChem.
